# High-throughput results (PubChem BioAssay)
# TMEM16A inh = mouse TMEM16A channel inhibition, primary screen; Q8BHY3; normalized B-score (activity score, 25-100; higher = stronger inhibition) at 10 µM; actives 1.2% (n = 310,000); HEK293 TMEM16A/YFP iodide influx fluorescence, ionomycin;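 active = ratio plate-corrected score three or more library SD toward inhibition, starting fluorescence score within five deviations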;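 note: score derived from kinetic fluorescence span divided by baseline fluorescence per well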
# KCNQ1 act = human KCNQ1 channel potentiation or activation; CHO-K1 KCNQ1, thallium flux FluxOR fluorescence; active compounds read high; B-score at 10 µM; actives 0.35% (n = 310,000);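 active = fluorescence ratio B-score, a plate-corrected score, at least three library SD, with initial intensity B-score within 5 SD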
#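 assay system = KCNQ1-transfected CHO-K1 cells | medium = assay buffer with matched DMSO | probe or stimulus = depolarizing K+/Tl+ stimulus, K2SO4 and Tl2SO4 each 12.5 mM in 5x stock | dosing = single dose | incubation = dye 90 min, compound 20 min, room temperature | detection = kinetic FluxOR fluorescence, 10 s baseline plus 110 s post-stimulus | evaluation = ratio B score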
# KCNK9 inh = inhibitors of human KCNK9 two-pore domain potassium channel | AID 488922 | HEK293 KCNK9, FluxOR thallium flux fluorescence; active compounds read low | B-score at 10 µM | Q9NPC2 | actives 1.2% (n = 310,000);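 active = ratio B-score over 3 SD below the library mean, with starting fluorescence within 5 SD of its mean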;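 note: negative B-score means less thallium flux so channel inhibition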
# Target sequence (Q9NPC2 whole entry, looked up, the tested form may be a part): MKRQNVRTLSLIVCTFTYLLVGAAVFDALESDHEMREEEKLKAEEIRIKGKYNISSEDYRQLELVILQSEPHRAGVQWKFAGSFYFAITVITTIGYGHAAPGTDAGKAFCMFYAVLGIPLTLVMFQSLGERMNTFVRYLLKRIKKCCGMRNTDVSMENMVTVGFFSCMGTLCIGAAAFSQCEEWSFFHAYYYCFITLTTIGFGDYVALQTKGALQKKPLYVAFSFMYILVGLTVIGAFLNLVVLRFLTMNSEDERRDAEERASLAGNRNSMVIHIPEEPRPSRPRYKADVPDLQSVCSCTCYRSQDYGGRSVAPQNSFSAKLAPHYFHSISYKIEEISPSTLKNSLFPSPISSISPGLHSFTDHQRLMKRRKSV
# hERG protect = compounds protecting human hERG from proarrhythmic drug block | CHO-hERG, FluxOR thallium flux, dofetilide IC70 present | AID 1511 | activation (rescue from dofetilide block), less the hit threshold, % at 10 µM | actives 0.51% (n = 310,000);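 active = activation above the mean of controls blocked by dofetilide plus 5 SD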;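 note: thallium influx through hERG after potassium depolarization seen as dye fluorescence rise; in these data hits start at about 4.7%; inactives centre near -7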
# ANO1 activ = activators or potentiators of mouse TMEM16A chloride channel | actives 0.3% (n = 340,000) | HEK293 TMEM16A/YFP-H148Q/I152L, iodide quench fluorescence; active compounds read low | B-score at 10 µM;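 active = fluorescence-ratio B-score plate-corrected deviation score at least 3 library SD below zero, with starting fluorescence score within 5 deviations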;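 note: channel opened by trigger with iodide after compound preincubation; score built on the fluorescence ratio of max minus min over baseline; more negative score means more quench and so TMEM16A activation or potentiation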
# RGS4 inh = human RGS4 inhibition; P49798; HEK293 M3R/RGS4 inducible, Fluo-4 calcium flux; active compounds read high; triggered by carbachol at its EC20; B-score at 10 µM; actives 0.45% (n = 310,000); AID 463165;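 active = B-score, a plate-corrected calcium signal, over three deviations above library mean, with baseline fluorescence within five deviations of library mean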;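 note: RGS4 expression induced by doxycycline in cells with stable M3 receptor; B-score is computed from the integrated fluorescence ratio over baseline after carbachol; higher B-score means a larger calcium signal and so more RGS4 inhibition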
# Target sequence (P49798 whole entry, looked up): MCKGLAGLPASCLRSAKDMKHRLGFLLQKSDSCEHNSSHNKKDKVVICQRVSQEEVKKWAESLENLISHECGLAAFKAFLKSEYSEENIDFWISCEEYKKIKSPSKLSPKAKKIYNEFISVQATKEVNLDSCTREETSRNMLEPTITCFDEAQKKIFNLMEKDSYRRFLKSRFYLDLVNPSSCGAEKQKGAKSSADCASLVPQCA
# HDAC3 inh = inhibitors of human histone deacetylase 3; actives 0.15% (n = 320,000); AID 2718; recombinant HDAC3, fluorogenic peptide/trypsin coupled, fluorescence; inhibition, % at 8.3 µM; in the data active = inhibition above about 26%, passing the limit was not always enough; inconclusive = no clear call, values can overlap the other calls
# Target sequence (O15379 whole entry, looked up): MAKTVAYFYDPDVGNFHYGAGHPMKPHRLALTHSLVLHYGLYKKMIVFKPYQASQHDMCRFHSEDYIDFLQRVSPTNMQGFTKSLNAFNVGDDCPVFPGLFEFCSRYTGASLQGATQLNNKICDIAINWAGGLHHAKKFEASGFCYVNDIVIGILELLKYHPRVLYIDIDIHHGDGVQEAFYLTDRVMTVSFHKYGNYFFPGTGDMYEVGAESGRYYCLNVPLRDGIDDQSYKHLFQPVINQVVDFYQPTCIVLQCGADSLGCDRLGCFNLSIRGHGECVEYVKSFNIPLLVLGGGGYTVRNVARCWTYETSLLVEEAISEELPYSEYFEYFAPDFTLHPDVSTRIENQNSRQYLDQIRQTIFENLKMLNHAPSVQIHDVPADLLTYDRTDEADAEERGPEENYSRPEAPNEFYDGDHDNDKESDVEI
# KCNK3 inh = human KCNK3 channel inhibition, primary screen; CHO-KCNK3 thallium flux, FluxOR fluorescence; active compounds read low; O14649; actives 0.84% (n = 340,000); B-score at 10 µM;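 active = B-score under library mean minus 4 SD, starting fluorescence ratio at most library mean plus 5 SD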;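 note: more negative B-score means stronger inhibition of thallium flux through KCNK3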
# RGS4 pot = RGS4 potentiation or activation | actives 0.92% (n = 310,000) | HEK293 M3R/inducible RGS4, carbachol calcium flux Fluo4; active compounds read low | AID 463111 | B-score at 10 µM;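 active = B-score of the integrated calcium signal more than 4 SD below the library mean, with starting fluorescence not abnormally high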;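 note: negative B-score means reduced calcium response which marks RGS4 activation or potentiation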
#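 Reagent: ECmax carbachol challenge; Test system: M3R-expressing HEK293 line, RGS4 induced by doxycycline; Schedule: overnight RGS4 induction, 30 min dye load 37 °C, 20 min compound RT; Detection: calcium dye Fluo4 fluorescence; Read-out: Agonist-evoked peak-minus-minimum fluorescence over baseline, integrated ratio, B score.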
# KCNQ1 block = inhibitors of human KCNQ1 potassium channel. P51787. CHO-K1 KCNQ1, FluxOR thallium flux fluorescence; active compounds read high. B-score at 10 µM. actives 1.3% (n = 310,000). AID 2642;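 active = compounds whose thallium flux B-score, printed positive for inhibition, exceeds three library SD while starting fluorescence stays within three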;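 note: channel opened by potassium depolarization with thallium stimulus after 20 min compound exposure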
# SKKanGAS inh = inhibitors of SKKanGAS S. pyogenes growth in kanamycin (SK-promoter or general growth effect). BacTiter-Glo, 6 h. inhibition, % at 7.5 µM. AID 1662. actives 1.3% (n = 300,000);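 active = mean replicate score, as percent of positive control median, at least 50; inconclusive = mean below 50 but one replicate at or above 50; inactive = mean and every replicate below 50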;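 note: strain carries kanamycin resistance gene driven by streptokinase promoter and grows in 40 µg/ml kanamycin; loss of luminescence reflects streptokinase promoter inhibition or plain growth inhibition; 0% = median of DMSO wells and 100% = positive control at its reference dose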
# * marks the source's active call; other numbers are inactive results; i = inactive; ? = inconclusive; · = no result given. Not a hit list; about 6.3% have a hit in one of these screens.
SMILES,TMEM16A inh,KCNQ1 act,KCNK9 inh,hERG protect,ANO1 activ,RGS4 inh,HDAC3 inh,KCNK3 inh,RGS4 pot,KCNQ1 block,SKKanGAS inh
CC1CCCC(NC(=O)COC(=O)Cc2ccc(Br)cc2)C1C (stereo not given),i,i,i,-5.0,i,i,7.2,i,i,i,-2.1
CC(C)(C)c1ccc(C(=O)Nc2ccc(F)cc2)s1,i,i,i,-6.8,i,i,1.8,i,i,i,53.1*
Cn1c(=O)[nH]c(=O)c2c1nc(NCc1ccccc1)n2Cc1ccc(F)cc1,i,i,i,-2.9,i,i,8.2,i,i,i,-1.7
Cc1ccc(S(=O)(=O)N/N=C/c2cccc3nccnc23)cc1,i,i,i,-8.7,i,i,·,i,i,i,3.0
O=c1cc(-c2ccccc2)nc2cc(-c3ccc(F)cc3)[nH]n12,i,i,i,-3.6,i,i,-7.9,i,i,i,25.9
COc1ccc(/C=N/NC(=O)CNC(=O)C2COc3ccccc3O2)cc1OC (stereo not given),i,i,i,-13.6,i,i,1.8,i,i,i,2.0
Cc1cc(Cl)ccc1OCC(=O)NCCCn1ccnc1,i,i,i,-6.6,i,i,1.4,i,i,i,-3.3
Cc1ccc2nc(NC(=O)CSc3nc4ccccc4o3)sc2c1,i,i,i,-4.6,i,i,-0.8,i,i,i,11.2
CCN1CCCC1CNC(=O)Cn1nc(C)n2nc(-c3ccccc3)cc2c1=O (stereo not given),i,i,i,-5.7,i,i,-8.4,i,i,i,-3.3
CSc1sc(C(=O)N(C)C)cc1S(=O)(=O)C(C)C,i,i,i,-6.8,i,i,3.6,i,i,i,1.2
CCOc1ccc(CN2C(=O)c3ccccc3C2=O)cc1C(=O)Nc1nnc(SCC)s1,i,i,i,-9.1,i,i,4.5,i,i,i,-1.7
Cc1c(C=O)cnn1CCC(=O)O,i,i,i,2.4,i,i,-6.2,i,i,i,-0.3
Cc1cccc(NC(=O)C(=O)NCc2ccccn2)c1,i,i,i,-4.7,i,i,-5.2,i,i,i,-1.5
CC1CCN(C(=O)CSc2nnc(CNC(=O)c3ccco3)o2)CC1,i,i,i,1.9,-14.8*,i,-3.8,i,i,i,-1.4
CCCc1nc2ccccc2n1Cc1ccccc1OC,i,i,i,-1.1,i,i,-2.8,i,i,i,-11.6
CCN(CC)C(=O)CSc1nc2ccccc2c(=O)n1-c1ccccc1OC,i,i,i,-6.3,i,i,6.3,i,i,i,-2.6
CC(NCc1ccc(S(N)(=O)=O)cc1)C(=O)NCc1ccccc1 (stereo not given),i,i,i,-1.3,·,i,8.3,i,i,i,3.1
COc1ccc(NC2c3ccccc3C(=O)N2c2ccccn2)cc1Cl (stereo not given),i,i,-7.49*,-8.4,i,i,5.5,-10.7*,i,i,-6.5
CCOC(=O)c1sc(N/N=C/c2ccccc2)nc1C,i,i,i,-9.6,i,i,3.4,i,i,i,-10.3
COCCN(C(=O)c1ccco1)c1nnc(-c2ccc(OC)c(OC)c2)s1,i,i,i,-10.2,i,i,-2.4,i,i,i,-2.1
CCc1c(O)nc(SC2CC(=O)N(c3ccccc3)C2=O)[nH]c1=O (stereo not given),i,i,i,-9.0,-29.4*,i,2.8,i,i,i,0.8
Cc1ccc(F)cc1NC(=O)CCc1c(C)[nH]c(=O)c(C#N)c1C,i,i,i,-5.0,i,i,-3.1,i,i,i,-2.5
O=C(Nc1cc(S(=O)(=O)Nc2ccc(Cl)cc2)ccc1O)c1ccc(S(=O)(=O)N2CCCCCC2)cc1,i,i,i,-0.6,i,i,-3.1,i,i,i,13.3
CC1CCc2cc(F)ccc2N1S(=O)(=O)c1ccc(F)cc1 (stereo not given),i,i,i,3.5,i,i,-5.8,i,i,i,16.5
Cn1cc(C(=O)N/N=C/C=C/c2ccccc2)ccc1=O,i,i,i,-1.5,i,i,9.6,i,i,i,-8.8
# New compounds follow:
SMILES,TMEM16A inh,KCNQ1 act,KCNK9 inh,hERG protect,ANO1 activ,RGS4 inh,HDAC3 inh,KCNK3 inh,RGS4 pot,KCNQ1 block,SKKanGAS inh
CCN1CCN(c2ccc(S(=O)(=O)N3CCCC3)cn2)CC1,i,i,i,0.6,i,i,-4.0,i,i,i,-2.6
CN(C(=O)c1cccnc1)c1nnc(-c2ccccn2)s1,i,i,i,-18.5,i,i,0.5,i,i,i,-2.8
CCC(=O)NCCCCCCCCCNC(=O)CC,i,i,i,-14.6,i,i,3.1,i,i,i,-3.4
COc1ccccc1-c1cc(C(=O)NCCN2CCOCC2)no1,i,i,i,-2.5,i,i,-3.7,i,i,i,-3.4
CCN1C(=O)N[C@@H](c2ccccc2)C(C(=O)OC)=C1C,i,i,i,-0.1,i,i,-10.7,i,i,i,9.0
COCC(=O)N(C)c1nnc(-c2ccccn2)s1,i,i,i,-0.2,i,i,-3.5,i,i,i,-2.0
CCOc1cc(C(=O)NC)cc(Br)c1OC,i,i,i,-6.0,i,i,3.5,i,i,i,9.2
CCNC(=O)c1ccc(CSc2nc3ccccc3s2)cc1,i,i,i,-12.9,i,i,-8.0,i,i,i,14.9
O=C(Nc1ccc(C(=O)O)cc1)/C(=C\c1ccco1)NC(=O)c1ccccc1Cl,i,i,i,-9.5,i,i,3.4,i,i,i,-2.5
O=C(Cn1nc(C(F)(F)F)c2c1CCC2)Nc1ccccc1C(F)(F)F,i,i,i,-4.4,i,i,6.7,i,i,i,2.3
COC(=O)c1ccc(NC(=O)CSc2nc3ncccc3[nH]2)cc1,i,i,i,-7.7,i,i,1.3,i,i,i,-0.3
COC(=O)C1=C(C)N(C)C(=S)N(C)C1c1ccc(OC)cc1 (stereo not given),i,i,i,-7.3,i,i,0.7,i,i,i,-9.3
CC(=O)c1c(COC(=O)c2ccc(F)cc2)nc2ccccc2[n+]1[O-],i,i,i,-6.9,i,i,-2.3,i,i,i,-1.3
CCOc1ccc(NC(=S)N(C)C)cc1,i,i,i,-7.5,i,i,-7.9,i,i,i,-16.6
O=C(COc1ccc(Cl)cc1)NCc1nnc(SCC(=O)N2CCCC2)o1,i,i,i,-1.5,i,i,-3.6,i,i,i,-9.3
CCOC(=O)C1(Cc2cccc(F)c2)CCN(C(=O)c2cnc(C)cn2)CC1,i,i,i,-12.3,i,i,5.1,i,i,i,0.8
Cc1ncc([N+](=O)[O-])n1CC(=O)Nc1ccc(F)cc1,i,i,i,-8.4,i,i,1.3,i,i,i,-2.3
O=C(N/N=C/c1ccco1)c1cc2ccccc2o1,i,i,i,-7.1,i,i,8.5,i,i,i,-4.0
O=C1CSC(=NC2CCCCC2)N1,i,i,i,-13.0,i,i,0.9,i,i,i,0.0
C#C[C@]1(O)CC[C@H]2[C@@H]3CCc4cc(OC5CCCC5)ccc4[C@H]3CC[C@@]21C,i,i,i,-7.2,i,i,0.0,i,i,i,103.1*
O=C(c1ccc(Cl)cc1)N1CCC(N2CCC(C(=O)N3CCOCC3)CC2)CC1,i,i,i,-9.2,i,i,-0.8,i,i,i,4.4
O=C(CCN1C(=O)COc2ccccc21)NCc1cccs1,i,i,i,-11.1,i,i,-0.1,i,i,i,-2.3
COc1cccc(N(CC(=O)O)S(=O)(=O)c2ccccc2)c1,i,i,i,-5.8,i,i,1.1,i,i,i,4.8
O=C(NC1CCCC1)C1CC(O)CN1C(=O)Nc1ccccc1 (stereo not given),i,i,i,-6.5,i,i,5.3,i,i,i,-8.7
C[n+]1c2n(c3ccccc31)N=C(c1ccc(-c3ccccc3)cc1)CS2,i,i,i,-25.0,i,i,·,i,i,12*,38.8
# Other structures follow.
SMILES,TMEM16A inh,KCNQ1 act,KCNK9 inh,hERG protect,ANO1 activ,RGS4 inh,HDAC3 inh,KCNK3 inh,RGS4 pot,KCNQ1 block,SKKanGAS inh
COCCNS(=O)(=O)c1ccc(OCC(=O)OC)c(Cl)c1,i,i,i,-15.1,i,i,-1.4,i,i,i,·
CN(C)S(=O)(=O)c1ccc(N2CCCC2)c(C(=O)N2CCN(S(=O)(=O)c3cccc(F)c3)CC2)c1,i,i,i,-17.8,i,i,-4.0,i,i,i,17.1
Cc1cc(NC(=O)C2CCCCC2C(=O)O)no1 (stereo not given),i,i,i,-8.9,i,i,-2.1,i,i,i,5.5
COc1cc(OC)c(NC(=O)c2ccc(F)cc2)cc1Cl,i,i,i,-12.1,i,i,9.4,i,i,i,6.4
C/C(=N\NC(=O)C1CC1)c1ccc(N2CCOCC2)cc1,i,i,i,-19.9,i,i,-1.9,i,i,i,-5.0
CCOC(=O)C1=C(C)C(c2cccc(Oc3ccccc3)c2)NC(=S)N1 (stereo not given),i,i,i,-9.7,i,i,1.7,i,i,i,-5.7
O=C(NCCCN1CCOCC1)/C(=C/c1ccc(F)cc1)NC(=O)c1ccccc1,i,i,i,-12.7,i,i,·,i,i,i,-1.4
CN(C)c1nccc(NCc2ccccc2)c1C#N,i,i,i,-11.4,i,i,11.7,i,i,i,-9.1
CCOC(=O)C1CCCN(C(=O)c2ccc(NC(=O)CC3SC(N4CCCC4)=NC3=O)cc2)C1 (stereo not given),i,i,i,-15.8,i,i,0.9,i,i,i,6.5
O=C(NCC(=O)N1CCN(c2ncccn2)CC1)c1cccs1,i,i,i,-10.9,i,i,-7.1,i,i,i,-0.2
Nc1ccccc1C#CCCCCO,i,i,i,-2.9,i,i,-3.4,i,i,i,6.8
CCOC(=O)c1c(NC(=O)C2CCCCC2C(=O)O)sc2c1CCCCC2 (stereo not given),i,i,i,-17.0,i,i,-3.5,i,i,i,11.1
O=C(CNC(=O)N1CC(=O)Nc2ccccc21)NCCc1ccc(Cl)cc1,i,i,i,-10.0,i,i,2.8,i,i,i,-5.1
Cc1c(C(=O)Nc2ccc(F)cc2)c2ccccn2c1CCc1ccncc1,i,i,i,-3.0,i,i,-15.7,i,i,i,-17.4
CC1CC(C)CN(Cc2nc(N)nc(Nc3ccccc3)n2)C1 (stereo not given),i,i,i,-7.5,i,i,1.3,i,i,i,7.4
O=C(O)c1ccccc1-n1c2ccccc2c2ccccc21,i,i,i,-3.2,i,i,6.3,i,i,i,-5.6
COc1ccccc1N1C(=O)C(Cl)=C(N2CCCC2)C1=O,i,i,i,-5.8,i,i,2.1,i,i,i,-1.0
O=C(Cc1ccccc1)NNC(=S)NC(=O)c1cccnc1,i,i,i,-7.4,i,i,5.7,i,i,i,2.5
CCN(c1ccccc1)S(=O)(=O)c1ccc(Cl)c(NC(=O)CN(C)C2CCN(C)CC2)c1,i,i,i,-8.7,i,i,6.4,i,i,i,-4.1
CCCC(=O)Nc1ccc2c(c1)nc(CCNC(=O)c1ccccc1)n2C,i,i,i,-7.8,i,i,-6.8,i,i,i,?
